LMPTP block – LMPTP phosphatase inhibitors, primary screen, biochemical, fluorescence intensity, uHTS; AID 651560, 2012; recombinant LMPTP-A, OMFP fluorogenic substrate; Low molecular weight phosphotyrosine protein phosphatase (Homo sapiens), P24666; inhibition, % at 20 µM; 360,000 tested, 0.22% active;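 active means compounds that cut the enzyme signal by at least half of the control window in the single-dose screen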;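 further: plate controls were DMSO wells with enzyme plus substrate for no effect and substrate without enzyme for full effect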
Target sequence (P24666 whole entry, looked up): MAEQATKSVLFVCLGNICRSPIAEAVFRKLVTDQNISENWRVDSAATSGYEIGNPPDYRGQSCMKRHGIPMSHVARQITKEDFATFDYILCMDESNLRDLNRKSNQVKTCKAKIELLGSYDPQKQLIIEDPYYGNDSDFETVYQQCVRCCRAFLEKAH
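Assay system: LMPTP-A enzyme. Input: 0.625 nM LMPTP-A final. Probe or stimulus: 400 µM OMFP. Compound dosing: single 20 µM dose. Schedule: 50 min dark incubation at room temperature. Detection: fluorescence intensity of OMFP turnover product. Read-out: percent inhibition versus substrate-only and uninhibited controls. Benchmarks: no-enzyme low control, uninhibited high control.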
DNMT1 inh – human DNMT1 methyltransferase inhibitors, primary screen, biochemical, molecular beacon, fluorescence, HinP1I cleavage, uHTS | AID 588458, 2011 | 360,000 tested, 0.83% active | inhibition (reported as % activation of signal), % at 10 µM; in the data active means inhibition above about 50%
NadD block – inhibitors of S. aureus NadD, primary screen, biochemical, colorimetric, uHTS. purified NadD enzyme, colorimetric absorbance read-out. Nicotinate-nucleotide adenylyltransferase NadD (Staphylococcus aureus N315). 360,000 tested, 0.78% active. inhibition, % at 20 µM; in the data active means inhibition above about 26%; further: some compounds past the cut are filed as inactive
Scp-1 inhibitor – Scp-1 phosphatase inhibitors, primary screen, biochemical, colorimetric, uHTS | Recombinant Scp1, phosphopeptide, malachite green phosphate absorbance | AID 493091, 2011 | inhibition, % at 20 µM | 340,000 tested, 0.88% active;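 active means inhibition above about 50% at 20 µM, limit read from the data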;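 further: plate controls were DMSO wells with enzyme for no effect and wells lacking enzyme for full effect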
Target sequence (Q9GZU7 76-261 limits assumed): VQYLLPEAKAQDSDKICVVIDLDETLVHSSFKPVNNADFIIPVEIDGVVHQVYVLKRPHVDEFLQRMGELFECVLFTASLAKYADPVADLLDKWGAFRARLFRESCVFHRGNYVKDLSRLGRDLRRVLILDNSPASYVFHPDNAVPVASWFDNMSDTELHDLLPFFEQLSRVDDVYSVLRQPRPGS
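Assay system: SCP-1 catalytic fragment, aa 76-261 | Buffer or medium: Tris acetate buffer pH 5.5 with MgCl2 and Tween-20 | Compound: One concentration, 20 µM, with 1.0% DMSO | Also added: Phospho 17-mer peptide substrate | Signal: Absorbance at 630 nm | Incubation: 45 min enzyme reaction at room temperature | Measure: % inhibition of SCP-1 phosphate liberation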
STEP inh – STEP phosphatase inhibitors, primary screen, biochemical, fluorescence intensity, uHTS | recombinant STEP, OMFP fluorogenic substrate | inhibition, % at 20 µM | 360,000 tested, 0.25% active;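 active means inhibition at 20 µM, scaled per plate between control wells, above about 37%, limit read from the data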;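 further: 0% = DMSO with enzyme and substrate and 100% = substrate only without enzyme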
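System: STEP phosphatase, cell-free reaction; Buffer or medium: Bis-Tris pH 6.0 buffer with DTT, detergent; Incubation: 20 min at room temperature, dark; Measured by: fluorescence, 480/540 nm.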
Rpn11 block – Rpn11 (PSMD14) deubiquitinase inhibitors, primary screen, biochemical, fluorescence polarization, uHTS. calls only at 20 µM. 360,000 tested, 0.59% active. human 26S proteasome, Ub4-pepOG fluorescence polarization; 20S core pre-blocked with epoxomicin. AID 588493, 2011;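 active means inhibition at 20 µM, scaled to each plate's controls, above about 33%, limit read from the data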
SUMO1-SIM PPI – modulators of SUMO1 protein-protein interactions, primary screen, biochemical, uHTS. Small ubiquitin-related modifier 1 (Homo sapiens), P63165. SUMO1 binding to a labelled peptide, TR-FRET, 1 h. inhibition, % at 20 µM. 360,000 tested, 0.33% active. AID 602429, 2012; in the data active means inhibition above about 37%
Target sequence (P63165 whole entry, looked up): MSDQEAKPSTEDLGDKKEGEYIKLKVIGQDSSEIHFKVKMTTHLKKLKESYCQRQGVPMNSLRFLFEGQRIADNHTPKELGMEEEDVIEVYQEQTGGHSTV
CSN deneddyl inh – inhibitors of CSN-mediated cullin deneddylation, primary screen, biochemical, fluorescence polarization, uHTS; COP9 signalosome complex subunit 5 (Homo sapiens), Q92905; Purified CSN, SCF-Nedd8-OG deneddylation; inhibition, % at 12.5 µM; 360,000 tested, 0.38% active;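 active means pattern-corrected inhibition above about 35%, with an unprinted fluorescence ratio check between 0.5 and 1.5, limit read from the data, passing the limit was not always enough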;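 further: 0% = enzyme with substrate and 100% = substrate without enzyme; some results filed as inactive read as strong as hits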
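Material: human Csn5 produced in HEK293T cells; Input: enzyme 0.24 nM; Reagent: SCFSkp2-Nedd8OG substrate at 10 nM final; Dosing: 12.5 µM compound; Incubation: 90 min reaction at room temperature; Detection: fluorescence polarization of the substrate; Evaluation: % inhibition of substrate cleavage by Csn5; Control set: substrate-only high control, full reaction low control.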
TbMetRS inhib – T. brucei MetRS inhibitors, primary screen, biochemical, luminescence; methionyl-tRNA synthetase (Trypanosoma brucei brucei); purified T. brucei MetRS, ATP depletion, Kinase-Glo luminescence; inhibition, % at 11.9 µM; 360,000 tested, 0.4% active;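 active means inhibition above a per-plate cutoff of the control wells' mean inhibition plus 3 SD, cut at about 5.5% in these data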;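 further: 0% = DMSO wells median and 100% = median of wells with control inhibitor compound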
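System: purified T. brucei MetRS enzyme / Detection: Kinase-Glo luciferase luminescence reporting remaining unconsumed ATP / Medium: HEPES buffer with MgCl2, KCl, DTT, spermine, BSA, pyrophosphatase / Replication: singlicate, one well per compound / Evaluation: percent inhibition relative to median high and low control wells / Schedule: 2 h aminoacylation at 25 °C after 15 min preincubation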
PABP1 MLLE inh – inhibitors of PABP1 MLLE–PAM2 peptide binding, primary screen, biochemical, fluorescence polarization, FITC-PAM2, GST-MLLE | 360,000 tested, 0.36% active | inhibition, % at 20 µM | Polyadenylate-binding protein 1 (Homo sapiens), P11940 | AID 588489, 2011; in the data active means inhibition above about 35%, passing the limit was not always enough;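 further: plate controls were DMSO wells with GST-MLLE for no effect and wells lacking GST-MLLE protein for full effect; some results filed as inactive read as strong as hits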
Target sequence (P11940 whole entry, looked up): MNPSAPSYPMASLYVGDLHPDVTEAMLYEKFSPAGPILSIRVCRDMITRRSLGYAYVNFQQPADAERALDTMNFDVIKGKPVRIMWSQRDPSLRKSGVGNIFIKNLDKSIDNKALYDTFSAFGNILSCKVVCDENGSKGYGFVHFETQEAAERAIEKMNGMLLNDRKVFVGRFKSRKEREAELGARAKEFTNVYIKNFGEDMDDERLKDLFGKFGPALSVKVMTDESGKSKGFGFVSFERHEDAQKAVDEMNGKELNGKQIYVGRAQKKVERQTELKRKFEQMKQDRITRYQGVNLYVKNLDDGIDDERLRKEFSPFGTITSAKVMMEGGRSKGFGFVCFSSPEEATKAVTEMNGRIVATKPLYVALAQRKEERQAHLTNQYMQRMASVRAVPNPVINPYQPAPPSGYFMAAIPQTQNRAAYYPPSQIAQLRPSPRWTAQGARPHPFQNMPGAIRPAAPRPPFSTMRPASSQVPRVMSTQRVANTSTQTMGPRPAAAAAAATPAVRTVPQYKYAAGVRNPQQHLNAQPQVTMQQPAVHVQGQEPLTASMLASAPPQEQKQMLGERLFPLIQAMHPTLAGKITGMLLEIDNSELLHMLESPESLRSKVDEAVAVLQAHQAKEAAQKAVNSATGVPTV
The depositor's hits bear a star; i = inactive; / = no result given.

SMILES	LMPTP block	DNMT1 inh	NadD block	Scp-1 inhibitor	STEP inh	Rpn11 block	SUMO1-SIM PPI	CSN deneddyl inh	TbMetRS inhib	PABP1 MLLE inh
CCC(C)c1ccc(NC(=O)C2CCN(c3ncccn3)CC2)cc1 (stereo not drawn)	-0.1	-6	-2	-2	-1	i	0	4	-0.1	5
CCOCCSc1nc2c(c(=O)[nH]c(=O)n2C)n1CCCc1ccccc1	-0.4	-2	4	-2	3	i	1	-1	-0.1	7
CN1/C(=C\C(=O)c2ccco2)C(C)(C)c2ccccc21	1.2	-2	1	-10	-5	/	-20	34	-0.2	-30
CC(C)CNC(=O)C1(C)CCCN1C(=O)c1c(Cl)cccc1Cl (stereo not drawn)	-0.6	5	0	/	-2	i	7	-2	-0.1	0
Cc1ccc(-c2c(C(=O)N/N=C/c3ccsc3)nnn2-c2nonc2N)cc1	1.1	0	1	-4	0	i	-4	6	-0.6	-3
CC(C)(C)C(=O)N1N=C(c2cccc(NS(C)(=O)=O)c2)CC1c1cccs1 (stereo not drawn)	2.0	-4	-3	-9	0	i	-2	2	-0.2	-1
O=C(NNS(=O)(=O)c1ccc(F)cc1)C1CCCCC1	0.3	3	-2	1	-2	i	-3	1	-0.2	-8
CCN(CC)S(=O)(=O)c1cccc(NC(=O)/C=C/c2cccc([N+](=O)[O-])c2)c1	-0.9	-9	-2	-13	2	i	-8	2	0.2	-4
Cc1ccnc(NS(=O)(=O)c2ccc(NC(=O)c3ccccc3F)cc2)n1	-2.5	-1	5	1	0	i	6	0	0.5	-2
CCN(CC(=O)Nc1ccc(OC)cc1)C(=O)c1ccc(N2C(=O)CCC2=O)cc1	-0.9	-2	-2	0	-2	i	-2	0	-0.4	6
CC(=O)c1ccc(C(=O)N2CCC(n3nccc3NC(=O)C3CC3)CC2)cc1	-2.6	0	-1	-10	3	i	-2	2	-0.5	-14
CCn1c(SCC(=O)N/N=C/C=C/c2ccco2)nc2ccccc21	6.7	17	15	6	-1	i	-2	17	0.3	-24

Entries above containing a halogen (three):
SMILES	LMPTP block	DNMT1 inh	NadD block	Scp-1 inhibitor	STEP inh	Rpn11 block	SUMO1-SIM PPI	CSN deneddyl inh	TbMetRS inhib	PABP1 MLLE inh
CC(C)CNC(=O)C1(C)CCCN1C(=O)c1c(Cl)cccc1Cl (stereo not drawn)	-0.6	5	0	/	-2	i	7	-2	-0.1	0
O=C(NNS(=O)(=O)c1ccc(F)cc1)C1CCCCC1	0.3	3	-2	1	-2	i	-3	1	-0.2	-8
Cc1ccnc(NS(=O)(=O)c2ccc(NC(=O)c3ccccc3F)cc2)n1	-2.5	-1	5	1	0	i	6	0	0.5	-2

(further entries)
SMILES	LMPTP block	DNMT1 inh	NadD block	Scp-1 inhibitor	STEP inh	Rpn11 block	SUMO1-SIM PPI	CSN deneddyl inh	TbMetRS inhib	PABP1 MLLE inh
Cc1cccc(C2=NN(c3ccccc3)[C@@H](C(=O)N3CCOC3=O)[C@@H]2C)c1	2.1	-1	8	1	0	i	1	-7	0.3	5
COc1ccc(F)c(CN2CCC(N3CCC(C(=O)N4CCOCC4)CC3)CC2)c1	-3.5	-1	-5	-17	-4	i	-6	6	0.2	8
CC(C)(C)OC(=O)C[C@@H]1C/C=C\C[C@H](CC(=O)N(CCO)Cc2ccccc2)C(=O)N[C@@H](c2ccccc2)COC1=O	-1.7	2	-1	0	1	i	8	-4	-0.3	-3
CCOC(=O)C1CCCN(c2nnnn2-c2ccccc2)C1 (stereo not drawn)	0.3	4	-3	-2	2	i	-3	4	0.1	-5
COc1cc2c(cc1OC)C1(Nc3c-2c(-c2ccccc2)nn3-c2ccccc2)C(=O)Nc2ccccc21 (stereo not drawn)	2.6	-13	40*	7	-4	i	1	0	-0.8	-6
COc1cccc(/C=C/C(=O)OCC(=O)NC2CCCC2)c1	-1.3	6	0	/	-1	i	-5	-1	-0.3	6
COc1ccc(N2CCN(CC(=O)NCc3ccccc3)CC2)cc1	0.9	3	1	-1	1	i	1	-2	-0.2	-15
COc1ccc(CNC(=O)O[C@H]2Cn3c(=O)ccc(=O)n3[C@@H]3CN(S(=O)(=O)c4ccc(C)cc4)C[C@]23O)cc1OC	-1.2	3	6	/	-2	i	-2	4	-0.9	-7
Cc1cc(C)c(S(=O)(=O)NCC(CCC(=O)O)C(F)(F)F)c(C)c1 (stereo not drawn)	-5.1	3	-1	-3	-2	i	-1	-1	0.0	3
Cc1ccc(NC(=O)c2ccc(C)c(NC3=NC4CS(=O)(=O)CC4S3)c2)cc1C (stereo not drawn)	0.7	-3	8	-15	-2	i	-4	2	-0.3	-78
C=CCOc1ccc(/C(O)=C2/C(=O)C(=O)N(CCCn3ccnc3)C2c2cccs2)cc1 (stereo not drawn)	23	-3	29	1	2	i	-5	2	-0.7	-2
COc1ccc(C(=O)NC(C)c2nccs2)cc1OC1CCN(C(C)C)CC1 (stereo not drawn)	0.6	-3	2	-1	-1	i	4	-5	-0.2	-4
CN(CCC#N)C(=O)COC(=O)[C@H](Cc1ccccc1)N1C(=O)c2ccccc2C1=O	-1.9	4	1	-7	-1	i	0	2	-1.8	-4
Nc1ccc(S(=O)(=O)NCC(=O)OCCOc2ccccc2)cc1[N+](=O)[O-]	0.3	1	-3	-7	0	i	-27	1	-0.4	6
CC(C(=O)OCC(=O)Nc1ncc(Cl)cc1Cl)N1C(=O)c2ccccc2C1=O (stereo not drawn)	-0.9	2	-2	4	0	i	-1	-5	0.1	5
CC1CCN(S(=O)(=O)c2ccc(C(=O)N(C)C3CCS(=O)(=O)C3)cc2)CC1 (stereo not drawn)	-1.8	2	2	-3	0	i	-4	-6	-0.4	11
Cc1[nH]c2ccccc2c1/C=N/NC(=O)c1cccc([N+](=O)[O-])c1	0.8	-6	2	-1	0	i	-17	-4	1.1	15
CCC(CC)C(=O)Nc1cccc(C(=O)c2ccccc2)c1	-0.4	-2	-5	-10	-17	i	1	-1	0.4	-8
COc1cc(C(=O)N/C(=C\c2cn(C)c3ccccc23)C(=O)N2CCOCC2)cc(OC)c1OC	0.4	0	1	1	-2	i	-7	-3	0.2	-20
O=C(COC(=O)c1ccc(Cl)nc1)Nc1ccc2c(c1)CCC2	0.3	1	-6	0	4	i	-2	-1	-0.4	1
CC1(C)CC(=O)C2=C(C1)OC(N)=C(C#N)C2c1ccc[nH]1 (stereo not drawn)	-0.3	3	0	-1	0	i	11	-12	-0.2	4
NS(=O)(=O)c1ccc(-c2ccc(/C=C3\NC(=S)NC3=O)o2)cc1	-1.3	-1	6	-9	2	i	-4	-1	0.6	12
Cc1ccc(C)c(N2CCN(C(c3ccccc3)c3nnnn3C(C)(C)C)CC2)c1 (stereo not drawn)	1.6	/	1	/	/	/	-4	-3	-1.8	/
Cc1nc2sc3c(c2c(=O)n1/N=C/c1cccnc1)CCCC3	-0.3	0	-5	-8	-1	i	-3	-1	0.0	4
O=C1CCc2cc(S(=O)(=O)Nc3ccccc3Cl)ccc2N1	0.0	6	-4	-5	5	i	4	-3	-0.2	-13
O=C(CCS(=O)(=O)c1ccc(Cl)cc1)NCCN1C(=O)S/C(=C\c2ccccc2F)C1=O	1.2	-9	-2	-7	-1	i	-21	0	-0.4	22
CCn1c(SCCN2CCOCC2)nc2c1c(=O)n(C)c(=O)n2C	-1.3	-1	-5	-5	0	i	2	-3	-1.8	-1
Cc1cc(=O)[nH]c(Nc2cccc(Br)c2)n1	-1.2	4	-1	-5	0	i	2	-2	-0.4	-2
CCOc1ccc(N(CC(=O)N2CCN(c3ccccc3OC)CC2)S(=O)(=O)c2ccc(C)cc2)cc1	5.1	-1	-1	0	1	i	5	-5	0.1	9
Cc1ccc(-c2nnc(SCC(=O)NCC3CCCO3)nc2-c2ccc(C)cc2)cc1 (stereo not drawn)	1.9	0	0	-9	0	i	-34	1	-0.3	14
CC(=O)Nc1ccc(SCC(=O)NNC(=O)CN(C)S(=O)(=O)c2ccc(C)cc2)cc1	-0.5	2	3	1	-3	i	4	-7	-0.1	38
CCC(C)[C@H](NC(=O)N1CCn2c1nc1ccccc12)C(=O)NCc1ccc(OC)cc1 (stereo partly drawn)	1.5	1	-1	-6	0	i	-2	3	-0.3	-3
C[C@H](NC(=O)[C@H](Cc1ccccc1)n1c(=O)[nH]c2ccccc2c1=O)C(=O)N1CCC(C(=O)O)CC1	-0.6	-1	-2	1	0	i	3	-2	-0.2	-4
CS(=O)(=O)CCC(C(=O)Nc1ccc2c(c1)OCO2)N1Cc2ccccc2C1=O (stereo not drawn)	0.0	-5	-1	-3	1	i	0	3	-0.3	0
Cc1ccc(S(=O)(=O)N2C[C@H]3n4c(=O)ccc(=O)n4C[C@H](OC(=O)NCC4CCCCC4)[C@@]3(O)C2)cc1	1.1	-2	3	/	-1	i	6	9	0.1	-5
O=C(CCS(=O)(=O)c1cccc2nsnc12)N1CCN(Cc2ccc3c(c2)OCO3)CC1	-0.4	-3	-1	3	-6	i	-18	3	0.3	1
COc1cccc(N2CCN(Cc3nc(N)nc(N4CCCc5ccccc54)n3)CC2)c1	1.3	-7	5	-1	1	i	-3	7	-1.8	1
CC(C)c1cc(CNC(=O)c2ccc(OC3CCN(Cc4ccccn4)CC3)cc2)on1	-0.8	0	-2	-1	2	i	-3	-1	0.3	29

Reprinted at random: 2 records from the list
SMILES	LMPTP block	DNMT1 inh	NadD block	Scp-1 inhibitor	STEP inh	Rpn11 block	SUMO1-SIM PPI	CSN deneddyl inh	TbMetRS inhib	PABP1 MLLE inh
COc1cccc(N2CCN(Cc3nc(N)nc(N4CCCc5ccccc54)n3)CC2)c1	1.3	-7	5	-1	1	i	-3	7	-1.8	1
Cc1ccc(-c2nnc(SCC(=O)NCC3CCCO3)nc2-c2ccc(C)cc2)cc1 (stereo not drawn)	1.9	0	0	-9	0	i	-34	1	-0.3	14

Screening results deposited in PubChem BioAssay by several laboratories.
